# ERAP1 inh: inhibitors of human ERAP1 aminopeptidase; Q9NZ08; recombinant ERAP1, Leu-AMC fluorescence, 60 min; inhibition, % at 10.7 µM; hit rate 0.15% among 340,000; AID 652197;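 active means mean replicate inhibition of at least 30%, or all replicates individually reaching that 30% level; inactive means mean below 30% and not every replicate reaching it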;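 further: 0% = neutral control wells and 100% = L-leucinethiol positive control wells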
# ERp5 block: blocks human ERp5 reductase activity on insulin; ERp5 insulin aggregation, absorbance 650 nm, 90 min; inhibition, % at 9.99 µM; AID 651711; hit rate 0.05% among 350,000; Q15084;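 active means mean replicate inhibition above about 25%, with every replicate also reaching it, limit read from the data, passing the limit was not always enough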
# Target sequence (Q15084 whole entry, looked up): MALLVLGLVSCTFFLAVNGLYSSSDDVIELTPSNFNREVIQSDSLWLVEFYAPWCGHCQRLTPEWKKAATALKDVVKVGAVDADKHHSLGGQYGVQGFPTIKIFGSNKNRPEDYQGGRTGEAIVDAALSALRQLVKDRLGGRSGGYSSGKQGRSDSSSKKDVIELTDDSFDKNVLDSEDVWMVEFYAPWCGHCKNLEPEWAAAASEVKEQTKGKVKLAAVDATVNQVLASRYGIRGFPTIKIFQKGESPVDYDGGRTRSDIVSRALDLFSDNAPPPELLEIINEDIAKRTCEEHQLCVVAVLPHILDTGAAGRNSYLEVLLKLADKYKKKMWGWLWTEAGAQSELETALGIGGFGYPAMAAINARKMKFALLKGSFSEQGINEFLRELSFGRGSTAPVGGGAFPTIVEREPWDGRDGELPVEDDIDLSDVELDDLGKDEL
# RAD54 inh: RAD54 (human) branch migration inhibition | Q92698 | RAD54 Holliday junction branch migration, FAM/BHQ fluorescence | inhibition, % at 10.4 µM | hit rate 0.14% among 360,000;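 active means mean normalized replicate activity at least 40 and at least half of replicates scoring 40 or more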;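 further: 0% = median of neutral control wells and 100% = median of positive control wells; inhibitors cause a drop in the FAM fluorescence signal; in these data hits start at about 50%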
# esBAF inh: blocks esBAF chromatin remodeling in mouse ES cells. reporter increase, % at 12.5 µM. AID 602393. Bmi1-luciferase knock-in reporter, 24 h; 100% = twice the neutral-well signal. hit rate 2% among 350,000; in the data active means activation above about 40%;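 further: 0% = median of the plate's neutral control wells and 100% = double that signal; a rise in the Bmi1 reporter signal indicates esBAF inhibition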
# RAD52 inh: RAD52 (human) annealing inhibition | P43351 | recombinant RAD52 DNA annealing, FRET fluorescence | inhibition, % at 18.7 µM | hit rate 0.46% among 360,000 | AID 651710;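 active means every replicate showing at least 50% inhibition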
# Target sequence (P43351 whole entry, looked up): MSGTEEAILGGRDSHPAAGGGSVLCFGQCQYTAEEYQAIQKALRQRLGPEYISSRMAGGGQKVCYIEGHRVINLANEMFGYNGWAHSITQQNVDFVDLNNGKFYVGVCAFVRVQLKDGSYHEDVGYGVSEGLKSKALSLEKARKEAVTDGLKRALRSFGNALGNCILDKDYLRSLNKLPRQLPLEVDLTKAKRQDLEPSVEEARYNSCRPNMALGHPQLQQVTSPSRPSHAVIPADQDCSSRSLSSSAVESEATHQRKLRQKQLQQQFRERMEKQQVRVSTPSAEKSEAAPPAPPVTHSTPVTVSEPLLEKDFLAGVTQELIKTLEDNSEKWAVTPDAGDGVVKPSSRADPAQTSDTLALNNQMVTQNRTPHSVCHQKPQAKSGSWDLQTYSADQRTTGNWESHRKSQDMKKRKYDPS
# Xi reactivation: reactivates the inactive X chromosome in mouse fibroblasts | XiGFP mouse fibroblasts, % GFP-positive cells imaging, 3 d; cells co-treated with 5-aza-dC sensitizer; scaled so ellipticine positive control = 100% | activation, % at 7.58 µM | hit rate 0.055% among 360,000 | AID 743238;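 active means mean normalized replicate activation at least 10% and every replicate at or above 10%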;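 further: 0% = median of on-plate neutral control wells and 100% = ellipticine 6 µM median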
#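 assay system = SV40-immortalized XiGFP fibroblast cells, line 68-5-11 | buffer or medium = DMEM plus 5-aza-dC sensitizer | doses = single-point pinned compound dosing | times = 3-day compound exposure, then 15 min fixation at room temperature | benchmarks = positive control ellipticine, 6 µM final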
# S100A4 inh HTS: inhibitors of human S100A4 binding to myosin IIA peptide; P26447; S100A4/TAMRA-MyoIIA peptide fluorescence polarization; inhibition, % at 10.7 µM; hit rate 0.14% among 360,000; AID 652163;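 active means mean inhibition of at least 70% across replicates, with every replicate also reaching that level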
# Target sequence (P26447 whole entry, looked up): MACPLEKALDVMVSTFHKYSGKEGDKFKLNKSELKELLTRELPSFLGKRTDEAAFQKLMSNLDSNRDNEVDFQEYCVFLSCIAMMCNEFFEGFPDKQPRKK
#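 Material: S100A4 monomer protein | Medium: HEPES pH 7.2 with CaCl2, KCl, NaCl, DTT, Triton | Reagent: Labelled myosin peptide probe, 5 nM | Doses: One dose per compound | Times: 5 min incubation before reading | Benchmarks: Neutral control DMSO, positive control TFP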
# E-sel inducer: E-selectin induction on HUVECs; hit rate 0.37% among 260,000; HUVEC E-selectin immunofluorescence imaging; normalized: neutral wells 0, TNF-alpha wells 100; activation, % at 7.58 µM;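 active means mean E-selectin-positive cell signal at least 10% of the positive control, reached in at least 60% of replicates, without over 20% cell loss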;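 further: in these data hits start at about 27%; measured in HUVEC primary endothelial cells; signal is the percent of cells scored E-selectin positive by PE staining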
#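 material = human umbilical vein endothelial cells (HUVEC), E-selectin induction | quantity = 3,000 cells/well | medium = EGM-2 growth medium on 0.1% gelatin-coated wells | technique = immunofluorescence imaging | read-out basis = % PE-positive cells | control set = TNF-alpha positive control, DMSO neutral control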
# * = called active by the depositor; x = not tested or not shown; & = joins results of further samples.
SMILES	ERAP1 inh	ERp5 block	RAD54 inh	esBAF inh	RAD52 inh	Xi reactivation	S100A4 inh HTS	E-sel inducer
CCC(=O)c1ccc(N2CCN(C(=O)c3ccccc3Br)CC2)c(F)c1	3	4	-3	2	7	0.3	-2	-1.6
O=C(CNC(=O)c1ccc(OC(F)F)cc1)NC1CCCc2ccccc21 (configuration not stated)	-1	3	-3	-3	-12	0.0	-2	-0.4
CO[C@@H]1CN(C)C(=O)c2cc(NS(=O)(=O)c3cn(C)cn3)ccc2OC[C@@H](C)NC[C@@H]1C	2	2	0	-6	-6	0.2	6	0.3
COc1ccc(C2C(C(=O)NCc3ccco3)c3ccccc3C(=O)N2C)cc1 (configuration not stated)	-3	-3	x	x	-14	0.0	3	x
C[C@@H]1CN([C@H](C)CO)S(=O)(=O)c2ccc(-c3cncnc3)cc2O[C@@H]1CN(C)Cc1cncnc1	-2	1	-8	-7	-2	1.0	35	0.3
C[C@@H]1CCCCO[C@@H](CN(C)S(=O)(=O)c2ccc(Cl)cc2)[C@H](C)CN([C@@H](C)CO)C(=O)c2cc(NC(=O)NC3CCCCC3)ccc2O1	0	-2	-8	2	-11	-0.9	-33	0.0
O=C(N/N=C1\CC(c2ccccc2)Oc2ccccc21)c1ccccn1 (configuration not stated)	3	8	x	x	-8	0.0	-5	x
N#Cc1ccc2c(c1)NC(=O)C1CCCN21 (configuration not stated)	2	2	-12	-5	-10	0.1	-1	-0.1
C[C@@H](NC(=O)c1nc[nH]c1C(=O)N(C)Cc1ccccc1)c1ccccc1	-3	9	0	11	1	0.0	2	-0.1
C[C@H]1CN([C@@H](C)CO)C(=O)c2cc(C3=CCCC3)cnc2O[C@H]1CN(C)C(=O)C1CCCCC1	2	-1	8	-1	-2	0.7	16	-0.1
CCCNC(=O)C(Cc1ccccc1)NC(=O)c1ccc(C(F)(F)F)cc1 (configuration not stated)	-2	3	-5	4	-4	0.0	-4	0.8
CCOC(=O)C1=C(C)Nc2ccccc2N/C1=N\S(=O)(=O)c1ccccc1	1	0	-13	-8	9	0.0	-1	x
CN(Cc1cccc(F)c1)C(=O)c1ccc(S(=O)(=O)N2CCOCC2)cc1	0	-2	3	1	-5	0.4	1	-0.1
CC1CC(C)(C)CC2(C1)NC(=O)N(CC(=O)Nc1cc([N+](=O)[O-])ccc1F)C2=O (configuration not stated)	2	9	5	-3	-13	0.0	-6	x
Cc1ccc(-c2nc3cnccn3c2Nc2c(C)cccc2C)o1	3	3	-9	-5	-9	0.0	-3	-1.2
O=C(C1CCN(S(=O)(=O)c2cccc3cccnc23)CC1)N1CCn2c1nc1ccccc12	-2	6	-6	-44	-7	-0.1	-5	x
COc1ccc2c3c([nH]c2c1)[C@@H](CO)N(Cc1nccs1)CC31CCN(C(=O)C2CCC2)CC1	0	1	x	x	-31	0.2	4	0.0
Nc1nonc1-n1nnc(C(=O)N/N=C\c2ccncc2)c1CN1CCCCC1	-4	4	-7	25	12	0.3	16	x
CN(Cc1nc2c(s1)CCCC2)C(=O)CCc1nnc(-c2ccccc2)o1	7	12	x	x	-6	0.0	-4	x
O=C(NC[C@@H]1CC[C@H]2[C@H](CN2Cc2ccccc2C(=O)O)O1)c1ccc(F)cc1	-1	0	x	x	4	x	69	x
CCCCCCn1c(CN2CCN(C)CC2)nc2c1c(=O)n(C)c(=O)n2C	8	-4	-10	-9	-5	-0.1	2	-0.4
CCOc1cc(N2CCOCC2)c(OCC)cc1NC(=O)C(NC(=O)c1c(F)cccc1F)C(C)C (configuration not stated)	1	-4	7	-4	-10	0.1	-2	-0.8
CCCCn1c(N)c(N(CCOC)C(=O)c2ccc3c(c2)C(=O)N(c2ccccc2C)C3=O)c(=O)[nH]c1=O	0	3	-11	0	-1	-0.1	-4	-0.5
O=C(C[C@H]1CC[C@@H](NS(=O)(=O)c2ccccc2)[C@@H](CO)O1)NCCN1CCCCC1	-1	6	3	1	2	-0.2	11	-1.0
CN(CCCNC(=O)CCC(=O)N1CCOc2ccc(Cl)cc21)Cc1ccccc1	1	-12	9	5	5	0.0	1	0.2
Cc1cc(C)c(NC(=O)CN(C)C(=O)CCC(=O)c2ccc(C)s2)c(C)c1	-1	-2	2	10	-29	0.0	-8	x
Cc1c(Cc2ccccc2)c(=O)oc2cc(OC(C)C(=O)NCC3CCC(C(=O)O)CC3)c(Cl)cc12 (configuration not stated)	4	1	5	1	-10	x	-3	x
COc1ccc(-n2c(-c3ccc(Cl)cc3)c[nH]c2=S)cc1	4	2	-11	-9	-11	0.0	-1	0.2
COc1cccc(NC(=O)CN(C)C(=O)CN2C(=O)c3ccc([N+](=O)[O-])cc3C2=O)c1	-1	0	6	-1	-1	0.0	-1	1.9
CCc1cccc(CC)c1-n1c(SCC(=O)N2CCc3ccccc32)nc(O)cc1=O	1	7	-12	1	-29	0.3	-11	-0.1

# A section from the list above, as a working copy:
SMILES	ERAP1 inh	ERp5 block	RAD54 inh	esBAF inh	RAD52 inh	Xi reactivation	S100A4 inh HTS	E-sel inducer
CCC(=O)c1ccc(N2CCN(C(=O)c3ccccc3Br)CC2)c(F)c1	3	4	-3	2	7	0.3	-2	-1.6
O=C(CNC(=O)c1ccc(OC(F)F)cc1)NC1CCCc2ccccc21 (configuration not stated)	-1	3	-3	-3	-12	0.0	-2	-0.4

# A different layout for some results above.
> O=C(C1CCN(S(=O)(=O)c2cccc3cccnc23)CC1)N1CCn2c1nc1ccccc12
  ERAP1 inh: -2	ERp5 block: 6	RAD54 inh: -6	esBAF inh: -44	RAD52 inh: -7	Xi reactivation: -0.1	S100A4 inh HTS: -5	E-sel inducer: x
> COc1ccc2c3c([nH]c2c1)[C@@H](CO)N(Cc1nccs1)CC31CCN(C(=O)C2CCC2)CC1
  ERAP1 inh: 0	ERp5 block: 1	RAD54 inh: x	esBAF inh: x	RAD52 inh: -31	Xi reactivation: 0.2	S100A4 inh HTS: 4	E-sel inducer: 0.0
> Nc1nonc1-n1nnc(C(=O)N/N=C\c2ccncc2)c1CN1CCCCC1
  ERAP1 inh: -4	ERp5 block: 4	RAD54 inh: -7	esBAF inh: 25	RAD52 inh: 12	Xi reactivation: 0.3	S100A4 inh HTS: 16	E-sel inducer: x
> CN(Cc1nc2c(s1)CCCC2)C(=O)CCc1nnc(-c2ccccc2)o1
  ERAP1 inh: 7	ERp5 block: 12	RAD54 inh: x	esBAF inh: x	RAD52 inh: -6	Xi reactivation: 0.0	S100A4 inh HTS: -4	E-sel inducer: x

# (further entries)
SMILES	ERAP1 inh	ERp5 block	RAD54 inh	esBAF inh	RAD52 inh	Xi reactivation	S100A4 inh HTS	E-sel inducer
CC(=O)Nc1ccc(NC(=O)CC(C)n2ccnc2)cc1 (configuration not stated)	1	-1	-6	-1	-5	0.1	-1	0.2
O=C(C[C@@H]1C=C[C@H](NC(=O)Nc2cc(F)ccc2F)[C@@H](CO)O1)Nc1ccccc1	1	-3	1	-6	1	-0.2	-1	-0.1
Cc1ccc(S(=O)(=O)Nc2ccc3c(c2)C(=O)N([C@H](C)CO)C[C@@H](C)[C@@H](CN(C)CC2CCCCC2)OCCCC[C@H](C)O3)cc1	-1	1	5	-1	20	0.4	5	-0.1
CCOC(=O)[C@]12CCCC=C1N(Cc1ccco1)C(=O)[C@H](CC(=O)N1CCC(c3ccccc3)CC1)C2	-2	6	x	x	-18	-0.1	-2	x
C/C=C/c1ccc(C2[C@H]3CNC[C@@H]2N3Cc2cc(OC)cc(OC)c2)cc1 (some centres not stated)	2&1	1&6	x	x	18&14	0.0&0.0	-7&-13	0.4&-0.1
CN1CCN(C(=O)CCN2C(=O)/C(=C/c3ccc(F)cc3)SC2=S)CC1	5	2	-12	x	-41	0.2	-2	x
CC(=O)Nc1cccc(Nc2nc(-c3ccccc3F)nc3ccccc23)c1	10	-3	4	3	1	0.0	-5	x
O=C(c1ccco1)N(Cc1cccc(F)c1)C1CCS(=O)(=O)C1 (configuration not stated)	3	2	3	-5	-9	0.0	2	x
Cc1noc(C)c1NC(=O)Nc1ccc2c(c1)C(=O)N(C)[C@H]1CC[C@H](CC(=O)N[C@H]3CCN(Cc4ccccc4)C3)O[C@@H]1CO2	3	-2	-2	-3	7	0.0	6	0.1
CC(C)NC(=O)Nc1ccc2c(c1)C(=O)N([C@H](C)CO)C[C@@H](C)[C@@H](CN(C)C(=O)Nc1ccccc1)O2	x	1	4	-4	x	-0.6	x	-0.4
Cc1ccc(N(C)S(=O)(=O)c2cccc(C(=O)NCCCN3CCCC3=O)c2)cc1	0	-3	2	5	1	0.1	10	-1.2
N#CCC(=O)Nc1ccc(C(=O)OCC(=O)c2ccc3c(c2)OCCO3)cc1	1	1	-3	68*	-101	0.1	-12	-0.5
CC(C)[C@H](NC(=O)[C@H](C)NC(=O)OC(C)(C)C)C(=O)N1CCC2CCN(Cc3ccccc3)CC21 (some centres not stated)	1	2	x	x	-49	0.0	11	1.7
O=C(NCc1ccco1)C1CCN(c2ccc(S(=O)(=O)N3CCOCC3)cc2[N+](=O)[O-])CC1	0	2	6	-2	0	0.0	9	x
Cn1cccc1C(=O)OCC(=O)NC(=O)NC1CCCCC1	3	-1	x	x	-11	-0.6	-1	0.9
Cc1ccc(C)c(Nc2nc3ccc(C)cc3n3cnnc23)c1	-3	5	-3	-7	-27	0.0	-2	0.3
C[C@H](CO)N1C[C@H](C)[C@H](CN(C)Cc2cncnc2)Oc2ncc(/C=C/c3ccccc3)cc2C1=O	0	-2	4	0	-1	-1.0	15	0.6
CC1(Cc2ccccc2C#N)C(=O)Nc2ccc(OC(F)(F)F)cc21 (configuration not stated)	1	-4	1	4	-11	-0.1	1	0.0
O=C(Nc1ccc(Cl)cc1)c1ccco1	-4	0	8	37	-2	0.1	2	-0.1
C[C@H](CO)N1C[C@H](C)[C@@H](CN(C)C(=O)c2cccc(F)c2)Oc2cc(-c3cncnc3)ccc2S1(=O)=O	-4&-3&-1	-2&0&5	0&-7&-24	-4&-24&-4	-5&1&4	-0.6	0&5&9	-1.4&0.1
COc1ccc2c3c([nH]c2c1)[C@@H](CO)N(C(=O)Nc1ccc(F)cc1)CC31CCN(S(=O)(=O)c2ccc(C)cc2)CC1	2	0	x	x	7	0.3	-6	0.0
O=C(CSc1nnnn1-c1ccc(Cl)c(C(=O)O)c1)NC(c1ccccc1)c1ccccc1	-24	11	x	x	-18	0.1	-12	x
C[C@H](CO)N1C[C@H](C)[C@@H](CN(C)S(=O)(=O)c2ccc(F)cc2)Oc2ccc(NS(=O)(=O)c3cn(C)cn3)cc2C1=O	-2	-3	-8	1	-3	0.2	-4	-0.2
CC(C)c1ccc(NC(=O)CSc2n[nH]c(=O)n2C2CC2)cc1	-2	3	-1	2	-4	0.2	-2	x
CCCC(=O)Nc1ccc2c(c1)C(=O)N(C)C[C@H](OC)[C@@H](C)CN(C(=O)c1ccncc1)[C@H](C)CO2	2	0	9	-1	-10	-0.5	1	0.6
CCOC(=O)c1c(NC(=O)CN2CCC(C)CC2)sc(C)c1C	-1	-4	6	1	-5	-0.1	-11	-0.5
COc1ccc(C(=O)N2CCN(c3nc4cc(C)cc(C)c4cc3C#N)CC2)cc1	0	6	4	2	-4	0.5	-6	-0.4

# No enrichment for hits, and some 2.5% of all compounds hit somewhere here.
